Bioassay records from PubChem.
ELG1 genotoxic: induces genotoxicity in HEK293T cells with luciferase-tagged ELG1; HEK293T ELG1-luciferase reporter, luminescence, 16 h; Potency, µM (highest dose often 46 µM), for the others: at the highest dose activity change, positive = activation, hits mostly activators; hit rate 1.3% among 330,000; AID 504466; note: potency is the fitted concentration of half-maximal effect; % of control where 0% means no effect; nearly all actives have a fitted effect of over 60% in size
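After overnight (16 hr) compound treatment at 37 °C, ELG1-luciferase HEK293T cells were lysed with ONE-Glo; luminescence quantified 30 min later at room temperature.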
VP16 counter: Gal4-VP16 reporter inhibition counter-screen | Potency, µM (series often up to 53.6 µM), without a hit: top-dose activity, negative = inhibition, actives largely listed as inhibitors | hit rate 3.5% among 310,000 | Drosophila S2 Gal4-VP16 UAS-luciferase, luminescence, 20 h;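 note: Gal4-VP16 expression switched on by copper sulfate through the metallothionein promoter; potency is the fitted concentration of half-maximal effect; % is set by controls: 0 for no effect and ±100 for the full control effect; nearly all actives have a fitted effect of over 50% in size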
FLuc modulator: firefly luciferase modulation, counter-screen for miR-21 project | hit rate 6.9% among 360,000 | P08659 | purified FLuc, Km substrates, luminescence inhibition | Potency, µM (series often up to 57.5 µM), without a hit: top-dose activity change, negative = inhibition, actives largely listed as inhibitors | AID 588342;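 note: potency is the fitted concentration of half-maximal effect; plate controls were vehicle for no effect and reference inhibitor for full effect; nearly all actives have a fitted effect of over 55% in size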
Target sequence (P08659 whole entry, looked up): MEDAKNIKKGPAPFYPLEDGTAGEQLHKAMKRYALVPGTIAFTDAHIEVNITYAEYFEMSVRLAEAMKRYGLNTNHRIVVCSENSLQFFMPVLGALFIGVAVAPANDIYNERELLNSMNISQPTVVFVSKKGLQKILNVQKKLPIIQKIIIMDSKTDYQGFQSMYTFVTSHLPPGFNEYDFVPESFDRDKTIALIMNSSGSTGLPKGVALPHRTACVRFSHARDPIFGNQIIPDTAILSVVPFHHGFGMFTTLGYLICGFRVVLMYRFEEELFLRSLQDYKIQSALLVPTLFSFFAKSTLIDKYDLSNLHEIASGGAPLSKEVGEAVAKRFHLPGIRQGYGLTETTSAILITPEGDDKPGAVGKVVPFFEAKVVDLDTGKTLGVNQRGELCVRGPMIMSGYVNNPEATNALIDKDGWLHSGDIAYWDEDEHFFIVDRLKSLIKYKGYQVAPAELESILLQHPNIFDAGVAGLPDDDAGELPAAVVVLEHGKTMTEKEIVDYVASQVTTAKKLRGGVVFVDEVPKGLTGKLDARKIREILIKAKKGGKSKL
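Purified P. pyralis luciferase (10nM final) with 10uM D-luciferin and 10uM ATP (Km levels) in 50mM Tris acetate pH 7.5, 10mM Mg acetate, 0.01% Tween-20, 0.05% BSA; qHTS 6-point titration, ~60 µM downward; luminescence read.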
Tb PFK block: blocks T. brucei phosphofructokinase | O15648 | T. brucei PFK, ADP-Glo luminescence | Potency, µM (highest dose often 57.5 µM), without a hit: at the top dose activity, negative = inhibition, hits mostly inhibitors | hit rate 0.17% among 330,000 | AID 485367;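 note: potency is the fitted concentration of half-maximal effect; 0% = uninhibited 1x PFK enzyme wells and -100% = no-enzyme wells; nearly all actives have a fitted effect of over 60% in size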
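Activity is normalized to no-enzyme wells (full inhibition) and 1.25 nM enzyme wells (no inhibition). Reaction: 0.5 mM F6P, 0.1 mM ATP, 45 min RT, ADP-Glo luminescence; concentration-response curves fitted and classed by quality.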
KCNH2 3.1 block: inhibitors of human KCNH2 3.1 potassium channel isoform; U2OS KCNH2 3.1, thallium flux FluxOr; stronger effect = lower value; hit rate 0.95% among 340,000; AID 720553; activity change, % (tested at about 1.8 µM);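 active = maximum activity change below -70%; inconclusive = maximum activity change from -70% to -50%; inactive = maximum activity change above -50%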;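 note: thallium influx rate constant from kinetic fluorescence after stimulation buffer; % is set by controls: 0 for no effect and ±100 for the full control effect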
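Normalized rate constant (relative to positive and negative DMSO controls) derived from a 2 min kinetic fluorescence read after stimulation; U2OS cells expressing the 3.1 isoform via virus at 1.77 x 10^8 /mL.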
Giardia killer: Giardia lamblia killing. hit rate 0.15% among 340,000. activity change, % at 7.66 µM, hits read low. Giardia lamblia trophozoite viability; in the data active = activity change below about -80%; inconclusive = between about -30% and that limit;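 note: parasites exposed to compound for two days anaerobically before the ATP read; % is set by controls: 0 for no effect and ±100 for the full control effect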
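Killing of trophozoites was scored by loss of ATP luminescence after a 48 hrs anaerobic exposure to compounds at 37 deg C, using 100 cells per well.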
Rab9 prom act: activates the Rab9 promoter. Huh7 Rab9 promoter-luciferase reporter, luminescence, 24 h. Potency, µM (highest dose often 9.22 µM), for the others: at the top dose activation, negative = inhibition, hits mostly activators. hit rate 2.8% among 320,000. AID 485297; note: potency is the fitted concentration of half-maximal effect; % of control where 0% means no effect; nearly all actives have a fitted effect of over 60% in size
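Using Huh7 cells stably transfected with Rab9 promoter–luciferase, compounds were incubated 24 h at 37 °C, 5% CO2; luciferase luminescence was read 10 min after reagent addition.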
RORg inh: inhibitors of mouse ROR gamma transcriptional activity | P51450 | Drosophila S2 Gal4-RORgamma UAS-luciferase reporter, 20 h | Potency, µM (titrated, usually from 53.6 µM), inactives show at the top dose activity change, negative = inhibition, actives largely listed as inhibitors | hit rate 5.4% among 310,000; note: potency is the fitted concentration of half-maximal effect; % is set by controls: 0 for no effect and ±100 for the full control effect; nearly all actives have a fitted effect of over 60% in size
Target sequence (P51450 whole entry, looked up, the tested form may be a part): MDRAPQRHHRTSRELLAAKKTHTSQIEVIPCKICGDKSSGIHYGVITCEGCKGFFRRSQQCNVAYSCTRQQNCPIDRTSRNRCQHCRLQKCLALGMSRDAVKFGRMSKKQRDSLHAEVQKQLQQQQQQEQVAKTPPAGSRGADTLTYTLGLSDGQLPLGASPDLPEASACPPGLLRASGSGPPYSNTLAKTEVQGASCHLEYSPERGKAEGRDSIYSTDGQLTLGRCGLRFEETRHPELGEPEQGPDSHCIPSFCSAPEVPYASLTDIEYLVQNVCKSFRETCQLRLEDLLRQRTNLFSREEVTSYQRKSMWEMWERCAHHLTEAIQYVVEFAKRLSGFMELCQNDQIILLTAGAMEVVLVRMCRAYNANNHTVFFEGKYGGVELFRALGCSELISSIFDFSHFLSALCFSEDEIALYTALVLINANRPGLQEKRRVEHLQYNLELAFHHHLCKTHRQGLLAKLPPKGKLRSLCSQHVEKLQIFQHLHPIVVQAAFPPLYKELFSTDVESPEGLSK
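Stable Schneider cell line, Gal4 DNA-binding domain fused to ROR gamma, UAS-luciferase. Cmpd 1 hr RT → CuSO4 700 uM final → 20 hr RT → luciferase reagent 10 min → luminescence.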
uPA generation: blocks generation of uPA at the cell surface; cell surface uPA generation assay, qHTS; hit rate 0.31% among 330,000; AID 540303; Potency, µM (highest dose often 38.3 µM), for the others: at the top dose activity change, negative = inhibition, usual class: inhibitors; active = well fitted inhibition curve with a large enough effect; inconclusive = small, poorly fitted or top-dose-only effect; inactive = no such curve, though single readings can be large or run the other way; tested in mouse RAW 264.7 cells; note: potency is the fitted concentration of half-maximal effect; % is set by controls: 0 for no effect and ±100 for the full control effect; nearly all actives have a fitted effect of over 55% in size
Coupling enz: inhibits coupling enzyme system, counter-screen for aldolase hits; coupling enzyme system counterscreen, AmpLite Red fluorescence; AID 2472; hit rate 0.67% among 290,000; activity change, negative = inhibition, % at 58.2 µM, hits read low; in the data active = activity change below about -30%; note: % is set by controls: 0 for no effect and ±100 for the full control effect
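Counterscreen lacking aldolase: glyceraldehyde-3-phosphate coupling-enzyme reagent preincubated 10 min at RT with compound (at 57.5 uM final), then substrate/coupling system with AmpLite Red added; fluorescence read at 525/598 nm after 20 min RT.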
NPC1 prom act: NPC1 promoter activation; Huh7 NPC1 promoter luciferase reporter, 24 h; Potency, µM (titrated, usually from 9.22 µM), without a hit: top-dose activation, usual class: activators; hit rate 2.4% among 320,000;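 note: potency is the fitted concentration of half-maximal effect; % of control where 0% means no effect; nearly all actives have a fitted effect of over 60% in size; reporter is driven by a mutant NPC1 promoter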
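Compounds in DMSO were transferred onto Huh7 NPC1-luciferase reporter cells pre-incubated 2 h; after 24 h at 37 °C, Amplite reagent was dispensed and luminescence recorded 10 min later.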
The depositor's hits bear a star; ? = inconclusive; nt = no result given; [ ] = dose if it differs, or a comment. Unless noted, calls come from the whole dose curve; as a rule, active = well fitted curve in the direction sought with a large enough effect; inconclusive = small, poorly fitted or top-dose-only effect, or another doubt; inactive = no such curve, though single readings can be large; an effect the other way counts as inactive or inconclusive.

no.	SMILES	ELG1 genotoxic	VP16 counter	FLuc modulator	Tb PFK block	KCNH2 3.1 block	Giardia killer
1	Cc1c(Br)c(O)c(Br)c(O)c1/C=N/n1c(-c2ccccc2)n[nH]c1=S	2%	3%	?	-12%	3	-13
2	O=C1CN(C(=O)COc2ccc([N+](=O)[O-])cc2Cl)c2ccccc2N1	3%	nt	?	5%	-14	?
3	Cc1cc(-c2onc(C)c2C(=O)Nc2ccc(C(F)(F)F)cc2)no1	-3%	-8%	0%	-3%	-8	11
4	CC(C)CCNC(=O)NC(=O)COC(=O)CCN=C1NS(=O)(=O)c2ccccc21	0%	-5%	0%	-2%	9	?
5	C=CCNC(=S)Nc1ccc(Cl)cc1F	-7%	-10%	-14%	-1%	0	-11
6	COc1ccc(OCC(=O)NC(=S)NNC(=O)COc2ccc(Br)cc2Cl)cc1	0%	3%[10 µM]	?	5%	12	12
7	Cc1ccccc1CSc1nnc(-c2ccncc2)o1	12%	29%	?	4%	5	4
8	CC(C)(C)OC(=O)NCCCCCNC(=O)c1nc[nH]c1C(=O)NCC(=O)OCc1ccccc1	-6%	nt	nt	-2%	-8	-4
9	CCOC(=O)N1CCN(C(=O)C2CC(c3cc(OC)ccc3OC)=NO2)CC1 (stereo not given)	-3%	-4%	0%	0%	3	2
10	NNC(=O)c1cc2cc(Oc3ccccc3)ccc2[nH]1	-3%	-13%	-12%	0%	-13	0

no.	Rab9 prom act	RORg inh	uPA generation	Coupling enz	NPC1 prom act
1	-2%	7%	4%	6	-5%
2	-3%	nt	?	nt	-3%
3	-1%	-8%	0%	0	6%
4	-1%	5%	-1%	2	-3%
5	13%	14µM*	-23%	0	-3%
6	0%	10µM*	-1%	11	-2%
7	17%	27%	18%	1	9%
8	nt	nt	-2%	nt	nt
9	0%	4%	nt	1	0%
10	6%	0%[1.91 µM]	2%	-1	1%

(cont.)
no.	SMILES	ELG1 genotoxic	VP16 counter	FLuc modulator	Tb PFK block	KCNH2 3.1 block	Giardia killer
11	O=C(COc1ccc(F)cc1)Nc1ccc2c(c1)OCCO2	?	3%	5.4µM*	-21%	6	-7
12	CCOc1ccccc1N=Nc1c(C)[nH]n(-c2ccccc2)c1=O	-1%	0%	-15%	1%	-4	7
13	COc1ccc(C)cc1S(=O)(=O)N(C)CC(=O)N1CCC(C)CC1	1%	4%	3%	1%	11	12
14	Cc1ccc(N2C(=O)CC(NNc3nc4ccccc4s3)C2=O)cc1 (stereo not given)	4%	-8%	-1%	1%	3	-12
15	COc1ccc(/C(O)=C2/C(=O)C(=O)N(CCCN3CCOCC3)C2c2ccc(C(C)C)cc2)cc1 (stereo not given)	-5%	-1%	2%	1%	1	6
16	COC(=O)Nc1ccc(S(=O)(=O)N2CCCc3cccc(O)c32)cc1	-8%	6%	-7%	-6%	0	-2
17	Cc1ccc(N2C(=O)C(Cl)=C(N3CCCCCC3)C2=O)c(C)c1	-5%	-18%	-11%	-1%	-10	4
18	Cc1nnc(SCC(=O)c2ccc(Cl)cc2)s1	4%	7%	?	0%	-1	9
19	NS(=O)(=O)c1ccc(NC(=O)COC(=O)CCc2nc3ccccc3c(=O)[nH]2)cc1	0%	nt	-1%	0%	9	6
20	O=C(N=Nc1c(O)[nH]c2ccccc12)c1cccs1	12%	-3%	2.1µM*	-29%	nt	?

no.	Rab9 prom act	RORg inh	uPA generation	Coupling enz	NPC1 prom act
11	4µM*	18%	-4%	0	2.8µM*
12	9%	-9%	13%	1	10%
13	-9%	-12%	7%	1	2%
14	-6%	15%	3%	-1	-2%
15	0%	-23%	15%	10	1%
16	-21%	-3%	?	-1	-25%
17	-1%	31%	12%	2	3%
18	26%	-13%	-2%	1	1%
19	-4%	nt	6%	nt	-1%
20	2.5µM*	?	-16%	-1	?

(list continues)
no.	SMILES	ELG1 genotoxic	VP16 counter	FLuc modulator	Tb PFK block	KCNH2 3.1 block	Giardia killer
21	O=C(Nc1ncccc1O)c1cc2ccccc2o1	?	nt	3.4µM*	-10%	5	0
22	CCS(=O)(=O)N1CCC(C(=O)N2CCOCC2)CC1	1%	-6%	3%	-8%	-7	1
23	Cc1cccc(NC(=O)Cn2cc(C(=O)c3ccco3)c3ccccc32)c1	-5%	-6%	?	1%	-3	-8
24	Cc1nc(CCNC(=O)Cc2ccccc2)cs1	0%	-1%	2%	-5%	16	-1
25	O=C(c1ccc(Cl)cc1)N1N=CCC1(O)c1ccc(Cl)cc1 (stereo not given)	-3%	?	?	1%	-44	-3
26	CC(C)(C)NC(=O)C(=O)NN=C1CCCCCC1	4%	-16%	2%	2%	3	7
27	N#Cc1ccc(N2C(=O)[C@@H]3C(C(=O)c4cnccn4)=NN[C@@H]3C2=O)cc1	0%	5%	1%	-24%	-10	-9
28	C1CC(CN2CCOCC2)CN(c2nc3nonc3nc2N2CCSCC2)C1 (stereo not given)	-2%	-3%	-3%	-8%	-10	1
29	Cc1[nH]nc2c1C(c1cc(Br)cs1)C(C#N)=C(N)O2 (stereo not given)	1%	7.1µM*	-2%	?	18	7
30	Cc1ccc(NC(=O)C2CC(=O)N(C(C)C)C2)cc1C (stereo not given)	0%	0%	6%	2%	6	-27

no.	Rab9 prom act	RORg inh	uPA generation	Coupling enz	NPC1 prom act
21	0.63µM*	nt	-5%	nt	3.2µM*
22	-1%	-30%	6%	-4	3%
23	1%	36%	-16%	0	8%
24	-1%	16%	12%	5	0%
25	0%	?	25%	0	2%
26	1%	-3%	2%	-1	-6%
27	1%	12%	6%	0	1%
28	-3%	-25%	-1%	4	0%
29	-3%	0.71µM*	-12%	-20	-8%
30	-2%	-1%	2%	0	2%

The results go on:
no.	SMILES	ELG1 genotoxic	VP16 counter	FLuc modulator	Tb PFK block	KCNH2 3.1 block	Giardia killer
31	COc1cccc(CNC(=O)COC(=O)CCc2cc(OC)c(OC)c(OC)c2)c1	2%	nt	0%	-1%	-2	12
32	CCOCCCNC(=O)C1CCCN(S(=O)(=O)c2cccc3nsnc23)C1 (stereo not given)	0%	-1%	1%	3%	13	-3
33	Cc1csc(CN(C)C(=O)CC2C(=O)NCCN2CC(C)(C)C)n1 (stereo not given)	1%	9%	1%	1%	10	-5
34	Cc1cc(N2CCN(C3CCCC3)CC2)n2ncc(-c3ccccc3)c2n1	?	-3%	?	2%	nt	nt
35	COc1ccc(-c2[nH]ncc2CN2CCN(Cc3cccs3)CC2)c(F)c1	-4%	-5%	-1%	6%	-7	-14
36	COc1ccc(/C=N/NC(=O)CCn2c3ccccc3c3ccccc32)cc1O	4%	0%[0.365 µM]	11µM*	0%	-29	0
37	CN(C)c1ccc(C(=S)N2CCN(C(=S)Nc3ccccc3)CC2)cc1	-2%	2%	1%	-8%	2	-3
38	CC(=O)COC(=O)C1CCN(S(=O)(=O)c2cc([N+](=O)[O-])ccc2Cl)CC1	0%	-2%	4%	-4%	12	-14
39	N#Cc1c(N)nc2c(c1N)CC(=O)N2c1ccc(Cl)cc1	15%	11%	1%	-1%	13	-2
40	Cc1cc(NC(=O)CCCn2nc([N+](=O)[O-])c(Br)c2C)no1	7%	5%	-5%	-7%	-7	3
41	COCCN(C(=O)C(F)(F)F)C(C(=O)NC1CCCCC1)c1ccco1 (stereo not given)	0%	?	3%	2%	-2	3

no.	Rab9 prom act	RORg inh	uPA generation	Coupling enz	NPC1 prom act
31	-4%	nt	-19%	nt	-3%
32	1%	23%	-1%	7	-4%
33	-3%	-8%	-1%	-10	0%
34	7%	-1%	nt	1	26%
35	-2%	20%	3%	1	-1%
36	-32%[inhibitor]	29%	?	-1	-25%
37	12%	-30%	-1%	4	-4%
38	-1%	-14%	-17%	-11	11%
39	-1%	-34%	nt	-1	1%
40	2%	1%	1%	2	0%
41	-2%	0%	0%	2	0%

Copied from above: entries 38–41
no.	SMILES	ELG1 genotoxic	VP16 counter	FLuc modulator	Tb PFK block	KCNH2 3.1 block	Giardia killer
38	CC(=O)COC(=O)C1CCN(S(=O)(=O)c2cc([N+](=O)[O-])ccc2Cl)CC1	0%	-2%	4%	-4%	12	-14
39	N#Cc1c(N)nc2c(c1N)CC(=O)N2c1ccc(Cl)cc1	15%	11%	1%	-1%	13	-2
40	Cc1cc(NC(=O)CCCn2nc([N+](=O)[O-])c(Br)c2C)no1	7%	5%	-5%	-7%	-7	3
41	COCCN(C(=O)C(F)(F)F)C(C(=O)NC1CCCCC1)c1ccco1 (stereo not given)	0%	?	3%	2%	-2	3

no.	Rab9 prom act	RORg inh	uPA generation	Coupling enz	NPC1 prom act
38	-1%	-14%	-17%	-11	11%
39	-1%	-34%	nt	-1	1%
40	2%	1%	1%	2	0%
41	-2%	0%	0%	2	0%
